From PubChem BioAssay
Rac1 mut GTP: human Rac1 activated mutant GTP binding change; P63000; GST-Rac1 activated beads, fluorescent GTP binding, flow cytometry; actives lie on both sides; 100% means binding = to untreated wells; percent activity (GTP binding), % at 10 µM; actives 0.11% (n = 190,000);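 active = GTP binding at least 20 percentage points away from the 100% baseline, in either direction, so actives lie on both sides; inconclusive = Compound likely fluorescent itself, or too few beads counted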
Mcl1-Noxa inh: Mcl-1/Noxa interaction inhibition | Q07820 | TR-FRET Mcl-1/Noxa peptide binding, 2 h | actives 1.5% (n = 220,000) | inhibition, % at 21.7 µM | AID 1022;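 active = compounds that cut the protein-peptide binding signal by more than 50% relative to plate controls in a single-dose test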;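 also: His-tagged Mcl-1 with rhodamine Noxa BH3 peptide and terbium anti-His antibody; 0% = Mcl-1 plus Noxa peptide wells and 100% = peptide-only wells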
Target sequence (Q07820 whole entry, looked up): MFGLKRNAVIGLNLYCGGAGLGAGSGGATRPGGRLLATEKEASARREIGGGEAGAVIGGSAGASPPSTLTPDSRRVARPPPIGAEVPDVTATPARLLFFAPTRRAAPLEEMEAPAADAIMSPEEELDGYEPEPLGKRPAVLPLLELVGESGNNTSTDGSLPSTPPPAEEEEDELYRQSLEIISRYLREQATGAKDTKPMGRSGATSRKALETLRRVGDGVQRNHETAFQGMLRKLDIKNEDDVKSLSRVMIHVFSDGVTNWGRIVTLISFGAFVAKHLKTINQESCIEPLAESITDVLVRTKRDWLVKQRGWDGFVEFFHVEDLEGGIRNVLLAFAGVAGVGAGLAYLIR
Rac1 wt GTP bind: alters GTP binding to wildtype human Rac1; GTP binding activity (% of control), % at 10 µM; GST-Rac1 beads, fluorescent GTP binding, flow cytometry; actives lie on both sides; 0 = cold GTP competed, 100 = untreated; actives 0.27% (n = 190,000); P63000;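 active = GTP binding activity at least 20 points away from the 100% control level, either lower or higher; inconclusive = compound flagged as likely green fluorescent, judged across all proteins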
RGS8-Gao reg: modulates binding of RGS8 to human Galphao; actives 0.34% (n = 220,000); P09471; response (percent of control binding), % at 10 µM; multiplexed bead flow cytometry; actives lie on both sides; AID 1423; in the data active = response below about 60% or above about 140%; inactive = in between;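 also: Galphao activated as the GDP aluminium fluoride complex binding bead-coupled RGS8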
Mcl1 Bid PPI: Mcl-1/Bid interaction inhibition | TR-FRET Mcl-1/Bid-Dy647 peptide binding, 1536-well | actives 0.97% (n = 220,000) | inhibition, % at 21.7 µM;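 active = compounds that cut the binding signal by more than half at the single screening dose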;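 also: His-tagged Mcl-1 with europium anti-His antibody binding Bid BH3 peptide; 0% = Mcl-1 plus peptide wells and 100% = peptide-only wells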
Rab2A wt mod: changes GTP binding to wildtype dog Rab2A, up or down; GTP binding activity, % at 10 µM; actives 0.19% (n = 190,000); GST-Rab2 wt beads, Bodipy-GTP binding, flow cytometry; P61105;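 active = GTP binding activity at least 20 points away from 100%, either lowered or raised; inconclusive = signal likely due to the compound's own green fluorescence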;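 also: 0% = beads with excess unlabeled GTP and 100% = no-compound control corrected for plate trend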
Cdc42 wt: human Cdc42 wildtype GTP binding change, either direction. P60953. GST-Cdc42 beads, Bodipy-GTP binding, flow cytometry; actives lie on both sides. percent activity (GTP binding), % at 10 µM. actives 0.2% (n = 190,000). AID 761;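 active = percent activity GTP binding at least 20 points away from the 100% baseline, either down as inhibitor or up as activator; inconclusive = compound flagged as likely green fluorescent from well-wide comparison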;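 also: median bead fluorescence of bound Bodipy-FL-GTP at 100 nM; 0% = excess unlabeled GTP control and 100% = no compound control; below 100% means less GTP binding so inhibitor and above means activator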
Target sequence (P60953 whole entry, looked up): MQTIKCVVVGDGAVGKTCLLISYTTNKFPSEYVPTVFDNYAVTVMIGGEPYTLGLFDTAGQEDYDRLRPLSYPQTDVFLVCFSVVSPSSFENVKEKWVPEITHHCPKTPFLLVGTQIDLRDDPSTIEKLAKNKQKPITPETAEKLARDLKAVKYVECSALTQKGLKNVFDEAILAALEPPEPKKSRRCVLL
HRas wt GTP bind: human HRas wildtype GTP binding, change in either direction. AID 759. actives 0.14% (n = 190,000). GST-Ras wt beads, Bodipy-FL-GTP binding, flow cytometry; actives lie on both sides. GTP binding activity, % at 10 µM. P01112;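 active = GTP binding activity at least 20% away from the 100% baseline, either lowered as inhibitor or raised as activator; inconclusive = flagged as likely green fluorescent, judged across all proteins in the well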;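 also: 0% = unlabeled GTP competition control and 100% = no-compound control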
Target sequence (P01112 whole entry, looked up): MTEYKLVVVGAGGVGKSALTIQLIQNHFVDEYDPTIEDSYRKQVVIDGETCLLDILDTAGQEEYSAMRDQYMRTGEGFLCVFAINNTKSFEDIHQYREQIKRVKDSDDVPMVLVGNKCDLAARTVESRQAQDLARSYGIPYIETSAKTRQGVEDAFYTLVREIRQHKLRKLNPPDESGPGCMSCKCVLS
Pf gamet viab: P. falciparum stage V gametocyte viability inhibition; inhibition, % at 10.9 µM; actives 0.065% (n = 150,000); P. falciparum stage V gametocytes, ATP luminescence, 24 h;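 active = inhibition above the mean plus 3 SD of compounds within the control limits, set per campaign, cut at about 38% in these data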;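 also: 0% = DMSO wells and 100% = medium only without gametocytes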
Rab7 wt GTP bind: dog Rab7 wildtype GTP binding, inhibitors and activators; GST-Rab7 beads, fluorescent GTP binding, flow cytometry; actives lie on both sides; untreated = 100%, excess cold GTP = 0%; GTP binding activity (percent of control), % at 10 µM; actives 0.055% (n = 190,000); AID 758;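 active = fluorescent GTP binding to Rab7 beads changed by at least 20 points from the 100% baseline, either direction, mostly lower; inconclusive = compound itself probably fluorescent, or too few beads counted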;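 also: median green fluorescence of bound Bodipy-FL-GTP per Rab7 bead population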
Bim-Mcl-1: disrupts Bim peptide binding to human Mcl-1; Bead-based flow cytometry, Bim peptide-Mcl-1 binding; inhibition, % at 10 µM; actives 0.1% (n = 190,000); AID 1009; in the data active = inhibition above about 40%;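 also: 0% = no compound tracer wells and 100% = peptide blocker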
Starred values were filed as active, the others as inactive; u = inconclusive; x = not tested or not shown; [ ] = another dose, or the depositor's remark.

SMILES	Rac1 mut GTP	Mcl1-Noxa inh	Rac1 wt GTP bind	RGS8-Gao reg	Mcl1 Bid PPI	Rab2A wt mod	Cdc42 wt	HRas wt GTP bind	Pf gamet viab	Rab7 wt GTP bind	Bim-Mcl-1
CCOc1ccc(NC(=O)C2CC(=O)N(C(C)C)C2)cc1 (stereo not given)	100	-24	100	99	-2	100	101	100	1	102	0
Cc1ccc(NS(=O)(=O)c2ccc(C)c(NC(=O)COc3ccccc3)c2)c(C)c1	97	17	103	103	-28	93	95	98	4	100	-2
COC(=O)c1ccc(Oc2c(C)oc3cc(OCc4cnn(-c5ccccc5)c4)ccc3c2=O)cc1	90	x	90	100	11	92	94	95	x	94	-4
COc1ccc(C(=O)NC2CC(C)(C)Cc3occc32)cc1 (stereo not given)	97	3	101	102	-15	100	103	101	x	103	-3
N/C(=N\OC(=O)CC1CCCCC1)c1ccc([N+](=O)[O-])cc1	104	-10	105	100	-16	103	106	102	1	105	0
CC(C)[C@H](NC(=O)NCCc1ccc(F)cc1)C(=O)O	104	0	108	107	-20	100	108	105	x	100	7
COc1ccc(CN2CCNC(=O)C2CC(=O)N2CCCCO2)cc1OC (stereo not given)	95	2	98	102	-17	99	97	100	17	108	-3
Cc1ccc(C(=O)Nc2cccnc2N2CCN(C)CC2)cc1	95	12	98	101	-7	100	99	100	2	103	0
O=C(CN1C(=O)CS/C1=C\c1nc(-c2ccc(Cl)cc2)cs1)Nc1cccnc1Cl	91	31	90	105	28	94	91	92	x	96	7
CCC1(C)Cc2c(C#N)c(N)sc(=S)c2CO1 (stereo not given)	96	27	102	102	-11	97	94	98	x	101	0
COC(=O)c1ccccc1NC(=O)c1ccc2nccnc2c1	92	-3	94	100	-15	93	94	94	-25	94	0
O=C1CC(C(=O)Nc2ccccc2)C2(CCCC2)O1 (stereo not given)	95	-12	100	103	-10	97	99	98	27	101	4
COc1ccc2c(C)cc(=S)[nH]c2c1	93	40	91	99	-64	91	90	91	-2	96	-6
CCOc1ccc(CCNC(=O)C2CCN(c3nn4c(=O)cc(C)nc4s3)CC2)cc1	98	4	101	102	-24	100	100	99	x	101	-3
CC1Cc2ccccc2N1C(=O)c1nn(C)cc1Br (stereo not given)	101	-10	104	99	-50	101	102	102	x	103	-7
Cc1ccc(C(=O)NN2C(=O)C3C4c5ccccc5C(c5ccccc54)[C@@H]3C2=O)cc1 (stereo not given in full)	98	-2	103	102	18	102	103	101	17	101	-4
Cc1cc(C(=O)NCCc2ccccc2)c2cc(F)ccc2n1	98	2	99	102	-56	99	102	100	4	94	0
COc1cc(/C=N\NC(=O)CNC(=O)c2cccc([N+](=O)[O-])c2)ccc1O	100	7	97	100	-60	102	100	103	x	99	0
O=C(Nc1ccc(Cl)cc1)Nc1nnc(SCc2ccccc2)s1	99	23	102	103	8	101	103	100	-16	101	-11
O=C(Nc1c(F)cccc1F)c1cnc(N2CCN(c3ccccn3)CC2)c2ccccc12	106	8	131*[activator]	103	-7	97	103	101	-3	101	-8
N#Cc1ccc(Oc2ccc(-c3nc4ccccc4nc3-c3ccccc3)cc2)cc1C#N	103	2	104	97	-5	102	101	101	14	98	-7
CCN=C1SC(C(=O)Nc2cccc(C)c2)CC(=O)N1CC (stereo not given)	u	-1	u	99	4	u	u	u	x	u	-2
O=C(Nc1ncc2c(n1)-c1ccccc1CC2)C1CC1	96	8	98	101	-5	96	94	96	30	106	0
Cc1nn(C)cc1/C=C1\CCC/C(=C\c2cn(C)nc2C)C1=O	97	10	100	98	-7	99	100	99	-4	100	-1
COC(=O)C1=NN(C(=O)c2ccc(Br)cc2)C(O)(C(C)(C)C)C1 (stereo not given)	97	-14	96	106	-28	97	93	97	-18	106	-2
O=C(N/C=N/OCc1ccc(Cl)cc1Cl)NOCc1c(Cl)cccc1Cl	95	-47	96	99	5	93	92	94	x	96	7
CCOC(=O)CSC1=C(C#N)C(c2ccccc2OCC)C(C#N)C(=O)N1 (stereo not given)	101	-2	106	101	-28	105	104	104	x	104	1
CCS(=O)(=O)N1CCC(C(=O)N2CCN(Cc3ccccc3)CC2)CC1	98	-1	100	103	-35	101	101	100	-4	107	0
Oc1c(C=Nc2cccc3nsnc23)ccc2ccccc12	103	30	107	96	-16	105	104	103	-6	103	0
Cc1cccc(NC(=O)C(C)OC(=O)c2ccccc2NS(=O)(=O)c2cc(C)c(C)c([N+](=O)[O-])c2)c1 (stereo not given)	98	-9	102	95	-20	99	100	99	18	101	-1
O=C(N1CCN(CCO)CC1)N1c2ccccc2C=Cc2ccccc21	96	18	94	107	-12	95	97	96	9	92	-3
COc1ccc(C(=O)Nc2ccc(O)cc2C(=O)O)cc1	91	22	92	101	-19	93	92	92	9	96	3
O=C(C1Cc2ccccc2CN1S(=O)(=O)c1ccc(F)cc1)N1CCCCCC1 (stereo not given)	101	-2	103	101	-4	101	105	100	-3	96	0
COc1ccc(C(=O)NCc2cccnc2)cc1S(=O)(=O)N1CCCc2ccccc21	98	-4	101	104	5	100	98	98	14	102	-3
NC(=O)C(c1ccccn1)c1ncc(C(F)(F)F)cc1Cl (stereo not given)	94	0	94	101	-23	98	103	93	x	92	0
COc1ccc2c(-c3ccccc3)cc3nnnn3c2c1	96	-17	101	105	-8	99	103	100	3	99	0
O=C1NC(c2ccccc2)=C(c2nc3ccccc3s2)C(c2ccccc2)N1 (stereo not given)	99	17	102	103	5	99	104	101	x	98	-3
CC(C)c1nc2n[nH]c(N)c2c2c1CSC(C)(C)C2	99	3	102	99	-10	101	98	100	-19	100	-1
Cc1ccc(S(=O)(=O)NC(=O)Nc2ccccc2F)cc1	101	9	107	103	-6	99	100	101	18	98	17
Cc1cc(-c2n[nH]c(=S)n2Cc2ccco2)n(C)n1	101	16	102	76	-25	100	103	100	x	99	-10
CN(C)c1ccc(P(=O)(Nc2cccc(C(F)(F)F)c2)N2CCOCC2)c(NC(=O)c2cccs2)c1 (stereo not given)	94	-6	92	102	0	92	90	92	10	96	-1
CCCCN(CC(=O)Nc1c(C)cccc1CC)C(=O)SCC	98	21	99	100	-5	101	100	101	x	100	2
CC(=O)Nc1ccc(S(=O)(=O)N(C)CC(=O)Nc2ccccc2N2CCOCC2)cc1	98	4	104	100	-22	101	104	104	10	99	0
O=C(Cn1cc(C(F)(F)F)cc(Cl)c1=O)NCCc1ccccc1	101	9	106	103	-7	100	104	100	x	98	-1
Cc1c(NS(=O)(=O)c2ccc(Cl)c(C(=O)OCC(=O)NCc3ccco3)c2)c(=O)n(-c2ccccc2)n1C	95	32	98	107	-32	95	99	97	4	90	1
COc1ccc(S(=O)(=O)N(C)CC(=O)NCCC2=CCCCC2)cc1C	99	45	102	101	19	100	105	101	-13	99	-6
CSc1nnc(Cn2c(=O)sc3ccccc32)n1-c1ccccc1	96	4	100	116	-23	96	95	97	x	97	-4
CC(C)(C)C1CCC(OCC(O)CN2CCCC2)CC1 (stereo not given)	92	11	95	98	-35	93	90	94	-13	107	-2
CN(CC(=O)Nc1ccc(F)cc1)c1ccc(S(=O)(=O)N2CCCC2)cn1	97	11	101	104	3	98	96	97	5	101	-1
O=C(N/N=C/c1ccc(O)c(O)c1)c1ccc(CSc2cccc3cccnc23)cc1	98	76*	101	98	-6	100	103	97	-8	98	-9
CCCCNC(=O)CCn1c(=O)c2ccccc2n(Cc2cc(C)ccc2C)c1=O	100	7	103	98	-8	101	100	101	-12	103	-4
CCSc1nc(=O)n(-c2ccccc2)c(C)c1C(C)=S	100	7	103	98	-10	101	100	101	-9	100	1
CC1=C(C(N)=O)C(c2ccccc2)n2nc(-c3cccc(C)c3)nc2N1 (stereo not given)	101	1	102	102	-17	102	104	101	x	100	-4
Cc1ccc(C2C(C(=O)O)c3ccccc3C(=O)N2C)c(C)c1 (stereo not given)	97	10	103	101	7	101	97	100	-4	99	-1
CCN(C(=S)Nc1ccc(C(C)=O)cc1)C1CCCCC1	98	-3	102	101	-37	98	98	97	-4	97	-6
CCOC(=O)CC(NC(=O)c1ccc(C)cc1)c1ccc(C)cc1 (stereo not given)	98	-2	101	113	-16	100	103	101	x	98	-1

Among those listed so far, 3 have a nitro group on carbon:
SMILES	Rac1 mut GTP	Mcl1-Noxa inh	Rac1 wt GTP bind	RGS8-Gao reg	Mcl1 Bid PPI	Rab2A wt mod	Cdc42 wt	HRas wt GTP bind	Pf gamet viab	Rab7 wt GTP bind	Bim-Mcl-1
N/C(=N\OC(=O)CC1CCCCC1)c1ccc([N+](=O)[O-])cc1	104	-10	105	100	-16	103	106	102	1	105	0
COc1cc(/C=N\NC(=O)CNC(=O)c2cccc([N+](=O)[O-])c2)ccc1O	100	7	97	100	-60	102	100	103	x	99	0
Cc1cccc(NC(=O)C(C)OC(=O)c2ccccc2NS(=O)(=O)c2cc(C)c(C)c([N+](=O)[O-])c2)c1 (stereo not given)	98	-9	102	95	-20	99	100	99	18	101	-1

Ordered by value in Rab7 wt GTP bind (largest number first): 4 of the compounds above.
Molecule | Rab7 wt GTP bind
COc1ccc(S(=O)(=O)N(C)CC(=O)NCCC2=CCCCC2)cc1C | 99
O=C(N/N=C/c1ccc(O)c(O)c1)c1ccc(CSc2cccc3cccnc23)cc1 | 98
CSc1nnc(Cn2c(=O)sc3ccccc32)n1-c1ccccc1 | 97
CN(C)c1ccc(P(=O)(Nc2cccc(C(F)(F)F)c2)N2CCOCC2)c(NC(=O)c2cccs2)c1 (stereo not given) | 96
